KCNQ2 inh: KCNQ2 channel blockers in CHO-K1 cells – cell-based, FluxOR thallium flux, B-score, primary screen (AID 2156); O88943; 20 min; hits give low values; B-score at 10 µM; hit rate 1.1% among 310,000;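 active = fluorescence ratio B-score at most minus 3 library SDs, with starting brightness B-score within 2 library SDs, cut at about -5.5 in these data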
CHT block: human CHT choline transport inhibition; CHT-expressing cells, membrane potential dye, choline response; hits give low values; Q9GZV3; B-score at 10 µM; hit rate 0.86% among 310,000;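 active = B-score over 3 SD under the library average, and starting fluorescence ratio not unusually high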;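 note: choline stimulus applied at its EC90 after an EC20 pre-addition; B-score computed on integrated fluorescence ratio after choline addition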
Target sequence (Q9GZV3 whole entry, looked up): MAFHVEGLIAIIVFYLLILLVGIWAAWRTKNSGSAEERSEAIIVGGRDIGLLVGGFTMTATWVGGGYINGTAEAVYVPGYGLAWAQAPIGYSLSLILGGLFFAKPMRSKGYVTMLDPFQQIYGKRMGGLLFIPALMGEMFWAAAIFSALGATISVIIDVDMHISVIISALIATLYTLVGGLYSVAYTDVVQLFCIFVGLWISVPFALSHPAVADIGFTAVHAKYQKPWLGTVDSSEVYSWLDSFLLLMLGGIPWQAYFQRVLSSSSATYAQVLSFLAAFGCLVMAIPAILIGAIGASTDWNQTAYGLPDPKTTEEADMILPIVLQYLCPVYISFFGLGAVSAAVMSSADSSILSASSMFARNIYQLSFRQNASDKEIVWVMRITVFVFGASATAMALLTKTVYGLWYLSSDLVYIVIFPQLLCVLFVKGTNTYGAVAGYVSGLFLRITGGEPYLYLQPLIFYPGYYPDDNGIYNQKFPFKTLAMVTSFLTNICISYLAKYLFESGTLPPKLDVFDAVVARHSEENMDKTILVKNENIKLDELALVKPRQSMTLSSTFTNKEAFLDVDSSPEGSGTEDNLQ
An asterisk follows results filed as active; i = inactive; nt = no result given.

Structure | KCNQ2 inh | CHT block
CC(C)(C)n1ncc2c(=O)n(CC(=O)N3CCc4ccccc43)cnc21 | i | i
OC(C#CCN1CCCCCC1)(c1ccccc1)c1cccnc1 (configuration not stated) | i | i
O=C1C2C3C=CC(C3)C2C(=O)N1CCCO (configuration not stated) | i | i
Cc1ccc(S(=O)(=O)N(C)C)cc1NC(=S)N1CCc2ccccc21 | i | i
Cc1nnc(SCC(=O)n2c3c(c4ccccc42)CCCC3)s1 | i | i
COc1ccc(N(C)S(=O)(=O)c2c(C)[nH]c(=O)[nH]c2=O)cc1 | i | i
CNc1oc(-c2cccs2)nc1S(=O)(=O)c1ccccc1 | i | i
CCC1(CC)C(=O)C2=C3C1[C@H](C(=O)OC)CC(C(=O)OC)C[C@H]3n1c(=O)n(-c3ccccc3)c(=O)n1[C@H]2C (some centres not stated) | i | i
COc1ccccc1-c1cc(N)n[nH]1 | i | i
CCN(/C=N/S(=O)(=O)c1ccc(Cl)cc1)CC | i | i
COc1cc(C(=O)Nc2cccc(-n3cnnn3)c2)cc(OC)c1OC | i | i
Cc1cc(Nc2ccccc2)nc2cc(O)ccc12 | i | i
CCn1c(SCC(=O)Nc2nnc(C)s2)nnc1C(C)NC(=O)c1ccccc1F (configuration not stated) | i | i
COCCC(=O)N1CCCC(C(=O)c2ccc3c4c(cccc24)CC3)C1 (configuration not stated) | i | i
Cc1ccc(NC(=O)C2(C)Cc3ccccc3C(=O)O2)cc1 (configuration not stated) | i | i
CN(C)/C=C/C(=O)c1cnc(-c2ccccn2)s1 | i | i
COc1ccccc1/C=C/C(=O)NCCc1ccccn1 | i | i
Nc1ncnc(Nc2ccc(S(N)(=O)=O)cc2)n1 | i | i
CCS(=O)(=O)N1CCN(C(=O)CCC2CCCC2)CC1 | i | i
Nc1c(C(=O)Nc2cccc(F)c2)nnn1-c1ccc2c(c1)OCCO2 | i | i
COC(=O)C(C(C)=O)C1=C/C(=N\S(=O)(=O)c2ccc(C)cc2)c2ccccc2C1=O (configuration not stated) | i | i
Cc1nn2c(NCCCn3ccnc3)cc(C(C)C)nc2c1-c1ccccc1 | i | i
Cc1cc(OCCN2CCC(Cc3ccccc3)CC2)ccc1[N+](=O)[O-] | i | i
CC(=O)Nc1ccc2c(c1)nc(CCNC(=O)c1ccco1)n2C | i | i
CC(CCc1ccccc1)NC(=O)COC(=O)c1ccc(S(C)(=O)=O)c([N+](=O)[O-])c1 (configuration not stated) | i | i
Cc1csc(=O)n1CCC(=O)OCC(=O)NNC(=O)c1ccccc1 | i | i
O=C(Nc1ccccc1)OC(CN1CCCCC1)C(F)(F)F (configuration not stated) | i | i
Cc1cc(NC(=O)Cn2c(C)nc3ccccc3c2=O)ccc1Br | i | i
CC(C)(C)CN1CCNC(=O)C1CC(=O)NCc1cccc(-n2cccn2)c1 (configuration not stated) | i | i
COc1ccc2c(CCNC(=O)c3ccc([N+](=O)[O-])cc3)c[nH]c2c1 | i | i
Cc1ccc(-c2nc(-c3ccc(Cl)cc3)sc2CC(=O)O)c(C)c1 | i | i
CCOc1cc(/C=N/NC(=O)CCn2nc(C)cc2C)ccc1O | i | i
CCn1c(=O)c2sccc2n(CC(=O)NC2CCCCC2)c1=O | i | i
CC(C)C(=O)NC(=S)NCC(=O)c1ccccc1 | i | i
COc1ccc(CN2CCN(C(=O)c3ccco3)CC2)cc1 | i | i
O=C(CC1Oc2ccccc2NC1=O)NC1CC1 (configuration not stated) | i | i
NC(=O)CSc1nc(C2CC2)nc2sc3c(c12)CCCC3 | i | i
CSc1nc(-c2ccco2)nn1C(=O)c1ccccc1Cl | i | nt
COC(=O)c1sccc1NC(=O)c1ccoc1C | i | i
COc1ccc(C2C3C(=O)N(Cc4ccccc4)C(=O)C3ON2c2ccccc2)c(OC)c1OC (configuration not stated) | nt | i
CCSc1nc2c(c(=O)[nH]c(=O)n2C)n1CC(O)COc1ccccc1 (configuration not stated) | i | i
CCN(CC)CCCNC(=S)N1CCN(c2nc(-c3ccc(F)cc3)cs2)CC1 | i | i
CN1CCN(Cc2cc(=O)oc3ccc(Cl)cc23)CC1 | i | i
COc1ccc(-n2c(-c3ccc(F)cc3)cnc2SCC(=O)NCc2ccco2)cc1 | i | i
COc1ccc(CC(=O)N2CC(C)CC(C)C2)cc1 (configuration not stated) | i | i
CCn1cc(-c2ccccc2)c(C(=O)O)c1-c1ccc(OC)cc1 | i | i
CN(C)/C=N/c1nc2nccc(-c3ccc(F)cc3)n2n1 | i | i
CCOC(=O)c1sc(NC(C)=O)nc1-c1ccccc1 | i | i
Cc1ccccc1-c1cc2nc(C)c(Cl)c(=O)n2[nH]1 | i | i
CCOc1ccc(C(=O)NCCCn2ccnc2)cc1 | i | i
O=C(NCC1CCCN1S(=O)(=O)c1cccs1)c1c(F)cccc1F (configuration not stated) | i | i
Cc1ccc(-c2nnc(NC(=O)c3ccco3)s2)cc1 | i | i
CCCOc1ccc(S(=O)(=O)n2cc(Br)c(=O)[nH]c2=O)cc1 | i | i
CCN(CC)/C(=N/O)NC(=O)NS(=O)(=O)c1ccc(C)cc1 | i | i
Cc1ccccc1C(=O)N(C)c1ccccc1C(=O)NCc1ccccc1 | i | i
O=C(COc1coc(CN2CCc3ccccc32)cc1=O)N1CCCCC1 | i | i
Cc1ccc(NC(=O)CC2SC(=O)N(c3ccccc3)C2=O)cc1 (configuration not stated) | i | i
Cc1ccc(C)c(-c2cc(C(=O)Nc3cccc(C(=O)O)c3)c3ccccc3n2)c1 | i | i
CCCn1c(SCCN2CCOCC2)nc2c1c(=O)n(C)c(=O)n2C | i | i
COC(=O)c1cc(=O)nc2sc3ccccc3n12 | i | i

Arranged by formula weight (descending): three of the compounds above
Structure | KCNQ2 inh | CHT block
CCCn1c(SCCN2CCOCC2)nc2c1c(=O)n(C)c(=O)n2C | i | i
Cc1ccccc1-c1cc2nc(C)c(Cl)c(=O)n2[nH]1 | i | i
COC(=O)c1cc(=O)nc2sc3ccccc3n12 | i | i

Next part:
Structure | KCNQ2 inh | CHT block
CC(C)c1cc(C(F)(F)F)n2nc(C(=O)Nc3ccc(-n4cnnn4)cc3)cc2n1 | i | i
COc1ccc(S(=O)(=O)N2CCC[C@H]2C(=O)NCc2ccc(Cl)cc2)cc1 | i | i
CCOC(=O)CNNC(=O)Nc1ccc(Cl)c(Cl)c1 | i | i
Cc1c(Cl)cccc1NC(=O)CCS(=O)(=O)c1cccc2nonc12 | i | i
O=C1CCCCc2sc(Br)c([N+](=O)[O-])c2N1 | i | i
Cc1cc(C)c(C(=O)CSc2nnc(N)s2)cc1C | i | i
Cc1ccc(C(c2nnnn2C(C)(C)C)N2CCN(C3CCCC3)CC2)cc1 (configuration not stated) | i | i
O=c1c2[nH]c3cccc(Cl)c3c2ncn1CCN1CCCCC1 | i | i
N#Cc1cc([N+](=O)[O-])cnc1NCC(O)CO (configuration not stated) | i | i
O=C(CN1CCN(c2ccc(Cl)cc2)CC1)Nc1ccc(F)c(F)c1 | i | i
COc1ccc2cc(C(=O)N3CCc4ccccc43)[nH]c2c1 | i | i
CSc1ncc(CN2CCc3c([nH]c4ccccc34)C2c2cccc(O)c2)cn1 (configuration not stated) | i | i
Cc1ccc(N2C(=O)CC(Sc3nccc(C)n3)C2=O)cc1 (configuration not stated) | i | i
CCOc1ccc2nc(SCC(=O)NC(=O)NCc3ccco3)sc2c1 | i | i
N#Cc1c(C(F)(F)F)cc(-c2cccc(Cl)c2)[nH]c1=O | i | -5.15*
COCCNC(=O)Cn1nc(-c2ccc(C)cc2)ccc1=O | i | i
Cc1ccc(OCCNC(=O)c2ccco2)cc1C | i | i
Cc1sc2ncnc(N3CCC(C(=O)Nc4nc(-c5cccs5)cs4)CC3)c2c1C | i | i
COc1ccc2nc(C)cc(SCC(=O)NNC(=O)COc3cccc4ccccc34)c2c1 | i | i
COCCn1c(C)cc(C(=O)COC(=O)/C=C/c2c(C)nn(C3CCS(=O)(=O)C3)c2Cl)c1C (configuration not stated) | i | i
C=CCc1cccc(/C=N/NC(=O)CCCNc2ccc(C)cc2)c1O | i | i
O=[N+]([O-])/C(C=Nc1ccccc1O)=C\Nc1ccccc1O | i | nt
O=C(O)CC(C(=O)Nc1ccc(Cl)c(Cl)c1)C1CCCO1 (configuration not stated) | i | i
O=C(O)c1ccccc1C(=O)N1N=C(c2ccccc2)CC1c1ccccc1O (configuration not stated) | i | i
O=C(O)/C=C/C(=O)N1N=C(c2ccco2)CC1c1ccco1 (configuration not stated) | i | i
COc1cccc(-c2nn(-c3ccccc3)cc2C(=O)n2nnc3ccccc32)c1 | -6.36* | i
Cc1cc2c(=O)n(C)c(SCC(=O)c3cc4ccccc4o3)nc2s1 | i | i
CCC1CCCCN1C1Sc2ccc(C(=O)OC)cc2NC1=O (configuration not stated) | i | i
Cc1cc(C)n(C(C)CNS(=O)(=O)c2ccc(Cl)cc2)n1 (configuration not stated) | i | i
COc1ccc(C(=O)Nc2cc([N+](=O)[O-])ccc2N2CCCC2)cc1 | i | i
CCOCCSc1nnc2nc(C)cc(C)n12 | i | i
CCCC(=O)Nc1ccc(Cl)c(NC(=O)c2ccc([N+](=O)[O-])cc2Cl)c1 | i | i
O=C(Nc1ccc2c(c1)OCCO2)c1ccc(NC(=O)C2CCCO2)cc1 (configuration not stated) | i | i
CC(C)C(=O)N1CCN(c2ccc(NC(=O)c3ccc(Br)o3)cc2)CC1 | i | i
COc1ccccc1-n1cnnc1SC1CCOC1=O (configuration not stated) | i | i
O=C(O)Cc1ccc(NC(=O)CCN2C(=O)c3ccc([N+](=O)[O-])cc3C2=O)cc1 | i | nt
Cc1cc2nc(-c3ccc[nH]c3=O)n(Cc3ccccc3F)c2cc1C | i | i
Cc1cccc(NC(=O)/C(C#N)=C/c2cccc([N+](=O)[O-])c2)n1 | i | i
Nc1ccc2oc(CCc3ccccc3)nc2c1 | i | i
CCCC(=O)Nc1nnc(SCC(=O)Nc2ccc3c(c2)OCO3)s1 | i | i
Cc1nonc1OC(C)CNc1ccc([N+](=O)[O-])cc1 (configuration not stated) | i | i
N=c1c(C(=O)NCCc2ccccc2)cc2c(=O)n3ccccc3nc2n1CC1CCCO1 (configuration not stated) | i | i
COCCNC(=O)CSc1nc2ccccc2c(=O)n1CCC(=O)NCCc1ccc(OC)c(OC)c1 | i | i
COc1ccc(Cl)cc1NC(=O)CN(C)C(=O)Cc1n[nH]c(=O)c2ccccc12 | i | i
Cc1nn(C)c(C)c1Nc1ccc(N2C(=O)C3C4C=CC(C4)C3C2=O)cc1[N+](=O)[O-] (configuration not stated) | i | i
COc1ccccc1C(=O)Nc1ccccc1C(=O)NC1CCCCC1 | i | i
COc1ccc(/C(C)=N/NC(=O)C2C3CCCCC32)c(OC)c1 (configuration not stated) | i | i
CC(C)NC(=O)CSc1nnc(-c2ccncc2)n1-c1ccccc1 | i | i
O=C(O)c1ccc(N2C(=O)CC(N3CCN(c4ccc(Cl)cc4)CC3)C2=O)cc1 (configuration not stated) | i | i
O=C(O)CCC(=O)NN1C(=O)c2ccccc2NC1c1ccco1 (configuration not stated) | i | i
O=C(NNC(=O)c1ccc(F)cc1F)c1ccc2c(c1)OCO2 | i | i
COc1ccc(N2CC(C(=O)NCCc3ccc(Cl)cc3)CC2=O)cc1 (configuration not stated) | i | i
O=C(OC1CCOC1=O)c1ccc(Cl)c(S(=O)(=O)N2CCCCC2)c1 (configuration not stated) | i | i
O=C(NC1CCCCC1)C(c1cccs1)N(CCCN1CCOCC1)C(=O)c1ccc(-c2ccccc2)[nH]1 (configuration not stated) | i | i
CCOc1ccc(Nc2cc3n(c(=O)n2)CCc2cc(OC)c(OC)cc2-3)cc1 | i | i
CCOc1ccccc1-n1c(SCC(=O)Nc2ccc(CC)cc2)nc2n[nH]c(C)c2c1=N | i | i
Cn1nnnc1SCC(=O)NCc1cccs1 | i | i
CNC(=O)COc1coc(CN2CCN(c3ccc(OC)cc3)CC2)cc1=O | i | i
C/C=C/C(=O)OCC(=O)Nc1cc(-c2cc(C)c(C)cc2C)nn1-c1ccccc1 | i | i
CC(CO)(CO)NC(=O)c1ccc(=O)[nH]n1 | i | i

Shown with two lines to a compound: part of the list above.
Each structure is followed by: KCNQ2 inh	CHT block
O=C(NC1CCCCC1)C(c1cccs1)N(CCCN1CCOCC1)C(=O)c1ccc(-c2ccccc2)[nH]1 (configuration not stated)
→ i	i
COc1cccc(-c2nn(-c3ccccc3)cc2C(=O)n2nnc3ccccc32)c1
→ -6.36*	i
CCn1c(SCC(=O)Nc2nnc(C)s2)nnc1C(C)NC(=O)c1ccccc1F (configuration not stated)
→ i	i
Nc1c(C(=O)Nc2cccc(F)c2)nnn1-c1ccc2c(c1)OCCO2
→ i	i
CC(=O)Nc1ccc2c(c1)nc(CCNC(=O)c1ccco1)n2C
→ i	i
CC(C)C(=O)N1CCN(c2ccc(NC(=O)c3ccc(Br)o3)cc2)CC1
→ i	i

Further structures:
Structure | KCNQ2 inh | CHT block
CN(C)CCNC(=O)c1onc(CSc2ccc(F)c(F)c2)c1C(=O)NCCN(C)C | i | i
O=C1CCc2cc(NS(=O)(=O)c3ccc(Br)cc3)cc3c2N1CC3 | i | i
C/C(=N/NC(=O)c1cc(Cl)ccc1O)C12CC3CC(CC(C3)C1)C2 | i | -7.51*
Cn1c2c(c(=O)n(C)c1=O)C(CC(=O)Nc1ccc(F)cc1)C(=O)N2 (configuration not stated) | i | i
Cc1ccc2cccc(S(=O)(=O)n3nc(C)cc3C)c2n1 | i | i

Assay outcomes deposited in PubChem BioAssay by Johns Hopkins Ion Channel Center.
